Bioassay records from PubChem.
MgcRacGAP inhibition – MgcRacGAP GTPase-activating activity inhibitors, confirmation, biochemical, ADP Hunter fluorescence. MgcRacGAP-stimulated Rac1 GTP hydrolysis, ADP Hunter fluorescence; higher % means a stronger effect; GST-tagged Rac1 F28L mutant substrate. 340,000 compounds, 0.6% hits. inhibition, % at 30 µM, or IC50 in µM where a hit was titrated. AID 624330;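 active = first-screen hits whose inhibition reached a set limit at any dose in the follow-up dose series; inconclusive = inhibition above the set first-screen limit but never retested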;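 also: fluorescence reports GDP produced by GAP-driven GTP hydrolysis; strong numbers were not always called active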
LYP inhibition – inhibitors of LYP phosphatase, biochemical, fluorescence intensity, uHTS (AID 1779). recombinant LYP phosphatase, fluorescence intensity; higher % means a stronger effect. inhibition, % at 11.5 µM, or IC50 in µM where a hit was titrated. 290,000 compounds, 0.054% hits; in the data active = inhibition above about 50%;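 also: plate controls were vehicle with enzyme for no effect and no enzyme for full effect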
GPR35 antagonists – inhibition of zaprinast-stimulated GPR35 beta-arrestin translocation – imaging, U2OS, beta-arrestin-GFP, zaprinast agonist, primary screen (AID 2058); U2OS GPR35 beta-arrestin-GFP translocation imaging, zaprinast antagonism; higher % means a stronger effect; inhibition, % at 10 µM, or IC50 in µM where a hit was titrated; 290,000 compounds, 0.052% hits;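 active = inhibition of at least 50% with at least 30 cells and total cytoplasm GFP at most 10,000,000; inconclusive = under 30 cells or total GFP of 10,000,000 plus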
Hep lipid drop – hepatic lipid droplet formation modulation; AML12 mouse hepatocytes, oleate lipid droplets, BODIPY imaging; inhibition, % at 6.5 µM; 240,000 compounds, 0.4% hits; AID 1656;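 active = lipid droplet intensity inhibited by at least 50%, with more than 500 cells counted; inconclusive = wells with under 300 cells, treated as cytotoxic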
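Material – mouse AML12 hepatocyte cell line, fixed after treatment · Compound dosing – one dose, 6.5 µM compound · Times – compound with oleate, overnight · Measured by – Image-based BODIPY and DAPI two-channel analysis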
SV40 large T antigen – SV40 large T antigen inhibitors, biochemical (AID 1903); one-dose inhibition, % at 20 µM; IC50 in µM for titrated hits; 310,000 compounds, 0.39% hits; SV40 large T antigen ATPase/helicase inhibition assay; higher % means a stronger effect; in the data active = a potency from the dose series; inconclusive = inhibition mostly from about 32% at the one dose, without a potency; inactive = the rest, 99 in 100 with inhibition below about 32%; also: strong numbers were not always called active
NTR1 ag – NTR1-driven beta-arrestin-GFP spot formation – imaging, U2OS cells, high content, primary screen (AID 493036). agonist mode. activation, % at 20 µM. 330,000 compounds, 0.17% hits. P30989;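 active = activation at or above 40% of the spot to cytoplasm intensity ratio, with at least 20 cells analyzed; inconclusive = wells under 20 cells, flagged as cytotoxic or low count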;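 also: 0% = DMSO without peptide and 100% = 100 nM NTR1 peptide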
Target sequence (P30989 whole entry, looked up): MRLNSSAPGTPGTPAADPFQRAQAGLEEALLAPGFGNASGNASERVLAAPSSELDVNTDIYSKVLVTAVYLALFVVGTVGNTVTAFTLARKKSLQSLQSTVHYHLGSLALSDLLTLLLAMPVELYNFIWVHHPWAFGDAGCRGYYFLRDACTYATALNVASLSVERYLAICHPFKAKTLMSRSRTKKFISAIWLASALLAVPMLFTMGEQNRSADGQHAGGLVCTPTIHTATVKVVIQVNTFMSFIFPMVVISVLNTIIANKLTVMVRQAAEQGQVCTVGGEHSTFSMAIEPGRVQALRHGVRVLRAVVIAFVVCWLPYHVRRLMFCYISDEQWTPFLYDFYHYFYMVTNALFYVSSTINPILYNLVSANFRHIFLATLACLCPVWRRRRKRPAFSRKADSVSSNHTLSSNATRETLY
T cell modulator – modulates CD8 T cell binding to vesicles. 330,000 compounds, 0.068% hits. calls only at 7 µM. AID 2052. 2C CD8+ T cell-vesicle binding, flow cytometry; hits give low values;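 active = response, share of CD8 T cells binding vesicles, and their 90th percentile fluorescence all below set limits, cut at about 80% in these data, passing the limit was not always enough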
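material = purified 2C TCR transgenic mouse naive CD8+ T cells | controls = Unloaded micro-vesicles (low), QL9 vesicles with 0.7% DMSO (high) | detection = cytometric PE anti-B7-1 and Alexa647 anti-CD8 signals after 1% paraformaldehyde fixation | incubation = binding step 1.5 h, 37 °C, antibody labelling 20 min, ice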
GPR55 LPI antagonism – inhibition of LPI-stimulated GPR55 beta-arrestin translocation – imaging, U2OS, beta-arrestin-GFP, LPI agonist, primary screen (AID 2013). U2OS GPR55 beta-arrestin-GFP translocation imaging, LPI antagonism; higher % means a stronger effect. inhibition, % at 10 µM, or IC50 in µM where a hit was titrated. 290,000 compounds, 0.13% hits;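 active = spots per cell inhibited over 60%, with over 100 cells counted and total cytoplasm intensity under 500,000; inconclusive = wells with under 100 cells, flagged as likely toxic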;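 also: U2OS cells stably carrying GPR55 and arrestin-GFP stimulated by 5 µM LPI near EC80; imaged beta-arrestin-GFP aggregate spots per cell after agonist stimulation; plate controls were LPI-stimulated DMSO wells for no effect and DMSO wells without LPI for full effect; some results filed as inactive read as strong as hits; confirmed hits need IC50 under 10 µM and bright autofluorescent wells are also inconclusive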
GPR55 beta-arrestin – selective activators of receptor GPR55 – imaging, U2OS cells, beta-arrestin-GFP redistribution, primary screen (AID 1961); 290,000 compounds, 0.048% hits; U2OS GPR55 beta-arrestin-GFP redistribution imaging; higher % means a stronger effect; activation, % at 10 µM; hits with a dose series show EC50 in µM;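 active = activation above 40% with more than 50 cells counted in the well; inconclusive = wells holding fewer than 50 cells, flagged as toxic or sparse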;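 also: U2OS osteosarcoma cells stably expressing GPR55 and beta-arrestin-GFP; plate controls were DMSO negative control for no effect and LPI positive control for full effect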
Hep lipid drop cells 6.5 µM – further read-out of Hep lipid drop, marked with its call; cell count; measured here: cell count, cytotoxicity flag;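 cells counted across two imaged fields per well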
T cell modulator vesicle-bound % – recorded beside T cell modulator, whose call it bears; double positive events, %; measured here: CD8+ vesicle-bound cell fraction;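 binding gate set so that unloaded-vesicle control wells show 10% double positive cells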
NTR1 ag cell count 20 µM – second read-out of NTR1 ag, no call of its own (marks repeat the call); cell count; measured here: cell count, cytotoxicity flag
The depositor's hits bear a star; i = inactive; ? = inconclusive; nt = not tested or not shown.

mol	T cell modulator	MgcRacGAP inhibition	Hep lipid drop cells 6.5 µM	GPR35 antagonists	NTR1 ag cell count 20 µM	T cell modulator vesicle-bound %	Hep lipid drop	NTR1 ag	SV40 large T antigen	GPR55 LPI antagonism	GPR55 beta-arrestin	LYP inhibition
Cn1c(N)c(S(=O)(=O)N2CCCC2)c(=O)n(C)c1=O	i	4%	845	0%	64	19	-3	-0.4	9%	6%	-0.1%	-6%
COCCNC(=O)CCC(=O)NNc1nc2ccccc2c2nc(C)nn12	i	9%	655	1%	80	36	-11	2.1	4%	8%	-0.4%	-9%
Cc1cc(C)nc(NS(=O)(=O)c2ccc(NC(=O)CCC3COc4ccccc4O3)cc2)n1 (centres undefined)	i	11%	676	2%	59	47	3	-1.1	7%	2%	-0.1%	-7%
CCn1nnc2cc(C(=O)Nc3cc(OC)cc(OC)c3)ccc21	i	8%	nt	nt	63	58	nt	0.5	25%	nt	nt	nt
CSc1ncccc1C(=O)NC1CC(C)(C)Cc2c1cnn2-c1ccccc1C (centres undefined)	i	6%	671	-7%	59	52	1	1.8	9%	-1%	0.3%	-11%
CCC(=O)Nc1cccc(NC(=O)c2cccc([N+](=O)[O-])c2)c1	i	-2%	nt	10%	61	33	nt	0.0	14%	6%	-0.1%	-1%
COc1ccc(CCNC(=O)[C@@H]2C[C@H]2c2ccccc2)cc1OC	i	-2%	651	-1%	61	48	2	0.4	25%	13%	0.6%	3%
c1ccc(C2(CNc3ccccn3)CCCC2)cc1	i	5%	733	19%	45	9	13	0.5	3%	17%	0.2%	0%
CC1CCCC(C)N1CC(C)(C)NS(=O)(=O)c1ccc(Cl)cc1 (centres undefined)	i	30%	777	8%	87	30	-1	-4.0	14%	19%	0.0%	-10%
Cc1cc([N+](=O)[O-])ccc1N=Nc1c(N)[nH]n(-c2ccccc2)c1=O	i	8%	674	-3%	27	40	0	-0.1	2%	-1%	-0.6%	-4%
NC(=O)C1CCN(C(=O)CN(C2CCCCC2)S(=O)(=O)c2ccc(F)cc2)CC1	i	-5%	807	12%	58	30	-10	0.8	6%	-5%	-0.2%	-6%
COc1cc([N+](=O)[O-])ccc1NC(=S)Nc1cccc(C(=O)O)c1	i	4%	637	-3%	50	26	2	0.5	12%	10%	0.2%	-4%
CNC(=O)C1=C(C)NC(=S)NC1c1cccs1 (centres undefined)	i	3%	709	-11%	38	54	15	-0.7	-1%	11%	-0.3%	-8%
COC(=O)c1cc2c(C(F)(F)F)nn(C)c2s1	i	nt	752	2%	50	13	14	1.9	7%	-5%	-0.1%	-12%
CC(CNC(=O)CCC(=O)N1CCOc2ccccc21)c1ccccc1 (centres undefined)	i	6%	824	-11%	94	27	-1	-1.8	14%	1%	-0.1%	-8%
N=c1n(CCN2CCOCC2)c2ccccc2n1CC(=O)c1ccc(Cl)c(Cl)c1	i	11%	nt	-1%	81	42	nt	27	21%	6%	-0.1%	-2%
COc1ccc(C(C(=O)NC2CCCCC2)N(C(=O)c2ccco2)c2ccccc2C(C)=O)cc1 (centres undefined)	i	2%	835	3%	45	21	0	0.9	17%	-1%	-0.2%	1%
CCc1cccc(CC)c1N(COC)C(=O)Cn1cnc2ccccc21	i	nt	694	5%	54	13	-14	0.5	-1%	0%	-0.2%	-6%
NC(=O)CN(C/C=C/c1ccccc1)C/C=C/c1ccccc1	i	31%	805	-12%	72	62	4	0.1	-3%	-3%	-0.2%	-4%
COc1ccc(-c2nnc(SC(C)C(=O)Nc3ccc4c(c3)OCCO4)o2)cc1 (centres undefined)	i	1%	648	-13%	42	36	-5	-1.0	-1%	4%	-0.2%	5%
Cc1ccc(/C=C/C(=O)O)cc1S(=O)(=O)NCc1cccnc1	i	13%	877	3%	56	26	-7	-0.5	10%	0%	0.2%	-7%
COc1ccc(C(=O)Cn2c(Cl)nc3c2c(=O)n(C)c(=O)n3C)cc1	i	6%	717	0%	53	35	19	0.3	5%	-15%	0.5%	-4%
CCOC(=O)N1CCC(NC(=O)CCCN2C(=O)CSc3ncccc32)CC1	i	9%	801	10%	54	40	-9	0.6	-1%	-13%	-0.1%	2%
O=C1c2ccccc2NC(c2ccccn2)N1NS(=O)(=O)c1ccccc1 (centres undefined)	i	-4%	673	-7%	88	46	10	-0.5	-18%	14%	-0.4%	-8%
COc1cccc(Sc2ccccc2CN(C)C)c1	i	6%	703	-10%	64	15	1	2.0	-4%	14%	-0.4%	0%
COc1ccc(OCCn2cc(/C=N/NC(=O)c3ccncc3)c3ccccc32)cc1	i	4%	670	8%	44	28	-9	1.2	1%	4%	-0.3%	-1%
COc1ccccc1N1CCN(C(=O)C(Cc2ccccc2)NC(=O)C2CCCCC2)CC1 (centres undefined)	i	2%	686	-1%	64	33	21	0.4	10%	6%	-0.3%	0%
O=C(Cn1cc(C(F)(F)F)ccc1=O)N/N=C/c1ccc(Cl)cc1	i	11%	631	-3%	106	36	-5	1.6	13%	9%	-0.3%	-3%
O=C(CCc1nc2ccccc2c(=O)[nH]1)Nc1ccc(F)c([N+](=O)[O-])c1	i	3%	687	1%	60	40	-6	-1.8	-2%	-27%	-0.3%	1%
COc1ccc(C(=O)NCCS(=O)(=O)N2CCN(C(=O)c3ccco3)CC2)cc1	i	4%	nt	nt	60	36	nt	0.3	23%	nt	nt	nt
CCOC(=O)CCc1c(C)nc2ncnn2c1C	i	-2%	nt	14%	119	41	nt	-1.3	4%	-14%	0.0%	-12%
CCN(CC)CC(=O)NCc1cc(-c2ccc(OC)cc2)no1	i	8%	nt	-10%	49	54	nt	0.0	6%	6%	0.2%	-6%
O=C(NCC1CC1)c1onc(CSc2nc3ccccc3[nH]2)c1C(=O)NCC1CC1	i	3%	750	-6%	70	10	38	1.7	3%	0%	-0.2%	-4%
O=C(CSc1nnc(CNC(=O)c2cccs2)o1)NC1CCCC1	i	6%	754	-4%	55	18	-7	0.8	1%	-5%	-0.5%	-7%
Cc1ccc(NC(=S)N(CCCN2CCN(C)CC2)Cc2cccs2)cc1C	i	9%	656	-4%	56	43	3	3.0	-4%	7%	0.9%	-1%
O=S(=O)(Cc1ccccc1)NCCc1ccc(F)cc1	i	-2%	nt	4%	64	59	nt	1.3	2%	9%	-0.1%	-5%
Cc1ccc(NC(=O)Cn2c(=O)oc3cc(S(=O)(=O)N4CCC(C)CC4)ccc32)cc1C	i	4%	nt	8%	59	39	nt	-1.0	1%	6%	0.4%	-8%
CC(=O)c1c(C)nc(-c2ccccc2)n1O	i	4%	nt	2%	101	19	nt	-5.5	6%	-14%	-0.1%	-5%
COc1ccnc(Oc2ccccc2)c1C(=O)N/C=N/OCc1ccccc1	i	2%	703	0%	87	16	-1	-0.7	4%	2%	0.7%	-6%
COc1ccc(S(=O)(=O)NCC2CCCN(C(=O)c3sccc3C)C2)cc1 (centres undefined)	i	5%	750	17%	57	44	-14	3.0	9%	13%	0.1%	-3%
CCC1CCCCN1C(=O)CNCC1CCCO1 (centres undefined)	i	?	686	8%	67	41	-15	0.7	6%	10%	-0.1%	-7%
COc1ccccc1N(CC(=O)NCc1ccccc1)C(=O)CCC(=O)Nc1cc(C)ccn1	i	10%	698	11%	59	34	-26	-0.5	7%	9%	0.4%	-2%

Arranged by the number under GPR35 antagonists (low to high): some entries from above
| SMILES | T cell modulator | MgcRacGAP inhibition | GPR35 antagonists | T cell modulator vesicle-bound % | SV40 large T antigen | LYP inhibition |
| --- | --- | --- | --- | --- | --- | --- |
| O=C(NCC1CC1)c1onc(CSc2nc3ccccc3[nH]2)c1C(=O)NCC1CC1 | i | 3% | -6% | 10 | 3% | -4% |
| CCOC(=O)N1CCC(NC(=O)CCCN2C(=O)CSc3ncccc32)CC1 | i | 9% | 10% | 40 | -1% | 2% |
| CCOC(=O)CCc1c(C)nc2ncnn2c1C | i | -2% | 14% | 41 | 4% | -12% |

Rewritten as labelled records: two of the compounds above.
mol: Cc1ccc(NC(=S)N(CCCN2CCN(C)CC2)Cc2cccs2)cc1C
  T cell modulator: i; MgcRacGAP inhibition: 9%; Hep lipid drop cells 6.5 µM: 656; GPR35 antagonists: -4%; NTR1 ag cell count 20 µM: 56; T cell modulator vesicle-bound %: 43; Hep lipid drop: 3; NTR1 ag: 3.0; SV40 large T antigen: -4%; GPR55 LPI antagonism: 7%; GPR55 beta-arrestin: 0.9%; LYP inhibition: -1%

mol: O=S(=O)(Cc1ccccc1)NCCc1ccc(F)cc1
  T cell modulator: i; MgcRacGAP inhibition: -2%; Hep lipid drop cells 6.5 µM: nt; GPR35 antagonists: 4%; NTR1 ag cell count 20 µM: 64; T cell modulator vesicle-bound %: 59; Hep lipid drop: nt; NTR1 ag: 1.3; SV40 large T antigen: 2%; GPR55 LPI antagonism: 9%; GPR55 beta-arrestin: -0.1%; LYP inhibition: -5%
